# SENP8 block: human SENP8 protease inhibitors, primary screen, biochemical, fluorescence, Nedd8 protein substrate, uHTS; AID 602440, 2012; recombinant SENP8; 360,000 compounds, 0.64% hits; Sentrin-specific protease 8 (Homo sapiens), Q96LD8; inhibition, % at 20 µM; in the data active = inhibition mostly above about 40%, no sharp cut-off; inactive = mostly below about 27%
# Target sequence (Q96LD8 whole entry, looked up): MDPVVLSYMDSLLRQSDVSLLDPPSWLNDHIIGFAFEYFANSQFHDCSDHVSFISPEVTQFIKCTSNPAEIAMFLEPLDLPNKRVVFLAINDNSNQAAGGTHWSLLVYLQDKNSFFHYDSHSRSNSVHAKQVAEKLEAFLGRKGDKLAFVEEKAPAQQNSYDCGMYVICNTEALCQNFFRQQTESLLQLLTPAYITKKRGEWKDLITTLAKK
# HKDC1 inh: HKDC1 hexokinase inhibitors, primary screen, biochemical, fluorescence, uHTS; Q2TB90; inhibition, % at 20 µM; 340,000 compounds, 0.16% hits; recombinant HKDC1, G6PDH/diaphorase resazurin coupled fluorescence;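 active = inhibition above about 35% when tested at 20 µM, limit read from the data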;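 also: plate controls were DMSO wells with enzyme for no effect and DMSO wells lacking enzyme for full effect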
#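 Assay system – recombinant HKDC1 (HK5) hexokinase enzyme, produced in-house · Input – HKDC1 at 5 µg/mL · Reagent – glucose plus 1 mM ATP as hexokinase substrates · Timing – 90 min reaction incubation at room temperature, dark · Measured by – G6PDH/diaphorase-coupled fluorescence, 1 mM NADP, 100 µM resazurin, 525/613 nm · Benchmarks – DMSO-enzyme wells negative, buffer-substituted wells positive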
# MPTP block: mitochondrial permeability transition pore inhibitors, primary screen, biochemical, isolated mouse mitochondria, absorbance; inhibition, % at 10 µM; 360,000 compounds, 1.4% hits; Ca2+ swelling absorbance, 30 min;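 active = inhibition of 50% or more, scaled per plate between neutral and stimulator controls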;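 also: 0% = DMSO wells given calcium and 100% = 1 mM EGTA wells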
# PfGluPho inh: PfG6PD enzyme inhibitors, primary screen, biochemical, fluorescence intensity, uHTS; glucose-6-phosphate dehydrogenase-6-phosphogluconolactonase (Plasmodium falciparum 3D7); PfGluPho enzyme, NADPH resazurin-diaphorase fluorescence; inhibition, % at 20 µM; 350,000 compounds, 0.78% hits; AID 504690, 2011;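 active = inhibition reaching at least a set limit at 20 µM in the primary screen, cut at about 59% in these data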;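 also: 0% = DMSO wells with substrate and 100% = DMSO wells lacking glucose-6-phosphate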
# SENP6 inh: SENP6 protease inhibitors, primary screen, biochemical, luminescence, uHTS | Recombinant SENP6 catalytic domain, aminoluciferin luminescence | 330,000 compounds, 1.8% hits | inhibition, % at 10 µM | Sentrin-specific protease 6 (Homo sapiens), Q9GZR1;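 active = inhibition above about 50% at the single tested dose, limit read from the data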;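 also: plate controls were DMSO wells with enzyme for no effect and DMSO wells lacking enzyme for full effect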
# Target sequence (Q9GZR1 628-1112 limits assumed): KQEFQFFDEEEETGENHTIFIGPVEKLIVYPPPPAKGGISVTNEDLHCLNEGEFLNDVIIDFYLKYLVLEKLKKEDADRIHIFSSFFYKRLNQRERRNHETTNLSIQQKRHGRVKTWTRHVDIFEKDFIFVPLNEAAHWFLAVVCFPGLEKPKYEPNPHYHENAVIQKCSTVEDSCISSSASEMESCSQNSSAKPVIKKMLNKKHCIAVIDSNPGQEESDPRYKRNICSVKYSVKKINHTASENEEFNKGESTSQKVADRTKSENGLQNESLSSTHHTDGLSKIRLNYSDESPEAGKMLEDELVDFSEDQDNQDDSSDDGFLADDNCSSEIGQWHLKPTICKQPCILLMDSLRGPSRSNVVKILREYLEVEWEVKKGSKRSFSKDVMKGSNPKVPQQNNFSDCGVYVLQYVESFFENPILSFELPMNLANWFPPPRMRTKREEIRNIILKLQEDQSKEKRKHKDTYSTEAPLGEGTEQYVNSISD
# NR3A LBD binder: binders of NR3A ligand-binding domain, primary screen, biophysical, differential scanning fluorimetry, uHTS; NR3A LBD differential scanning fluorimetry, Tm shift; 0% = protein alone, 100% = glycine-bound protein; 340,000 compounds, 2.5% hits; Tm shift relative to glycine control, % at 25 µM; AID 1259313, 2017;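 active = melting temperature shift of at least 10% of the positive control shift, at one fixed dose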
# ATG4B inh: ATG4B protease inhibitors, primary screen, biochemical, fluorescence, uHTS. Cysteine protease ATG4B (Homo sapiens), Q9Y4P1. ATG4B cleavage of LC3-PLA2, NBD-HPC fluorescence, 1 h. 340,000 compounds, 0.51% hits. inhibition, % at 8.33 µM. AID 504462, 2011; in the data active = inhibition above about 40%
# SENP7 inh: SENP7 protease inhibitors, primary screen, biochemical, luminescence, uHTS | inhibition, % at 5 µM | 330,000 compounds, 1.5% hits | recombinant SENP7, Z-RLRGG-aminoluciferin luminescence, 40 min | Sentrin-specific protease 7 (Homo sapiens), Q9BQF6 | AID 434973, 2010;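 active = inhibition above about 50% at the single test dose, limit read from the data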;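 also: plate controls were DMSO with enzyme for no effect and no enzyme buffer wells for full effect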
# Target sequence (Q9BQF6 706-1050 limits assumed): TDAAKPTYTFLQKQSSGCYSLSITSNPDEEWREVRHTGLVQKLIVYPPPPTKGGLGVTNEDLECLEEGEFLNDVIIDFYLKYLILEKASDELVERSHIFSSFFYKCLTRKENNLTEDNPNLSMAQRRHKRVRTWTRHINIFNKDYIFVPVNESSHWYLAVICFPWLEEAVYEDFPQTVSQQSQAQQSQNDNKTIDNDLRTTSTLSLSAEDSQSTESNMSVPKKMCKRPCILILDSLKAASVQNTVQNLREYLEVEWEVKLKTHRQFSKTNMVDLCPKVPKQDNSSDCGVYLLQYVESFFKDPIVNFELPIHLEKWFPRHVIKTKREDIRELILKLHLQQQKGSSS
# * = called active by the depositor; nt = not tested or not shown. No enrichment for hits. About 6.9% of those tested had a hit in this group.
no.	Compound	SENP8 block	HKDC1 inh	MPTP block	PfGluPho inh
1	CCC(Oc1ccccc1)C(=O)Nc1ncc([N+](=O)[O-])s1 (configuration not stated)	15	-5	89*	-16
2	Cc1cc(C)n(CCCN2CCC(C(=O)Nc3cccc(-c4cccc(F)c4)c3)CC2)n1	7	-3	1.6	-3
3	Cc1cccc(OCC(O)Cn2c(NCc3cccnc3)nc3c2c(=O)[nH]c(=O)n3C)c1 (configuration not stated)	12	6	3.0	0
4	Cc1noc(C)c1C(=O)NCc1ccco1	9	-8	-0.4	-6
5	CCc1cc(=O)oc2cc(O[C@@H]3O[C@H](CO)[C@@H](O)[C@H](O)[C@H]3O)c(Cl)cc12	-155	-4	-0.8	1
6	COc1ccc(CN(C)CC(=O)Nc2cccc(S(N)(=O)=O)c2)c(OC)c1OC	14	-3	1.1	-17
7	CC1=C(C(=O)OC(C)C)C(c2cccnc2)n2ncnc2N1 (configuration not stated)	4	1	-3.3	-9
8	N#C/C(=C\c1c(N(Cc2ccccc2)Cc2ccccc2)nc2ccccn2c1=O)C(N)=O	-35	-5	-5.1	11
9	O=C(NC1CCCc2ccccc21)c1ccc(Br)cc1 (configuration not stated)	27	0	0.1	11
10	O=C(/C=C/c1cccc(Cl)c1)NNC(=O)c1ccncc1	3	-6	0.8	-6
11	Nc1ccc(N)c(C(=O)O)c1	-13	36*	4.1	71*
12	CCC1S/C(=N/N=C/c2ccco2)N(Cc2ccc(F)cc2)C1=O (configuration not stated)	12	0	1.7	6
13	CCOc1ccc(NC(=O)CCS(=O)(=O)c2ccc3c(c2)CCCN3C(=O)CC)cc1	22	4	1.6	1
14	COc1cc(CN2CCC(N3CCC(C(=O)N4CCCC4)CC3)CC2)cc2c1OCO2	7	-2	1.5	-8
15	O=C(CN1CCN(S(=O)(=O)c2ccc(F)cc2)CC1)Nc1ccc(Cl)cn1	5	3	6.7	4

no.	SENP6 inh	NR3A LBD binder	ATG4B inh	SENP7 inh
1	-18	-9	-7	-5
2	-6	1	6	-1
3	-9	-6	11	13
4	-5	-11	-7	0
5	-10	1	0	3
6	0	0	-9	-1
7	-10	2	4	3
8	-3	-4	2	13
9	-1	1	5	-1
10	-9	0	-3	4
11	-53	-1	-8	4
12	-6	0	8	0
13	1	-2	0	-2
14	-3	0	6	-12
15	-3	1	-2	4

# Taken from above.
# PfGluPho inh result of O=C(NC1CCCc2ccccc21)c1ccc(Br)cc1 (configuration not stated) reads 11
# MPTP block result of Nc1ccc(N)c(C(=O)O)c1 reads 4.1

# Further compounds
no.	Compound	SENP8 block	HKDC1 inh	MPTP block	PfGluPho inh
16	CN(C)c1nc(NCc2ccccc2)nc(Oc2ccc(=O)[nH]n2)n1	20	-2	-0.1	8
17	Cc1c(O)nc(SCC(=O)Nc2cccc(C(F)(F)F)c2)n(-c2ccccc2)c1=O	9	-4	-0.1	-10
18	CCOc1ccc2nc(N3CCCN(C(=O)Nc4ccccc4C)CC3)c(C#N)cc2c1	-253	9	7.5	41
19	Cc1nn2c(-c3ccc(Cl)cc3)nnc2s1	21	-6	2.4	-11
20	O=C1CN=C(Nc2cccc(C(F)(F)F)c2)N1C1CCCC1	8	10	0.0	2
21	CC(C)Oc1ccc(CSC(=N)N)cc1	12	9	-0.5	-17
22	CCn1c(=O)n(CC)c2cc(N3CCCC3)c(NC(=O)c3ccccc3C)cc21	6	-2	0.4	31
23	NN1C(=O)/C(=C\c2ccco2)SC1=S	29	-4	2.0	11
24	CCOc1ccc2nc(N3CCCC(C(=O)NCCCN4CCOCC4)C3)sc2c1 (configuration not stated)	26	-6	-0.8	8
25	C=CCn1c2ccccc2c2nnc(SCCCn3c(=O)[nH]c4ccccc43)nc21	8	32	-0.4	42
26	O=S(=O)(Nc1ncccn1)c1ccc(NC(=S)NCc2ccco2)cc1	15	-8	-1.9	-8
27	CCc1ccccc1N1CC23C=CC(O2)C(C(=O)OC)C3C1=O (configuration not stated)	7	-6	-2.2	4
28	O=C(N[C@@H](Cc1ccccc1)C(=O)N1CCN(S(=O)(=O)c2cccc(F)c2)CC1)c1ccco1	7	-4	-0.8	5
29	COc1ccc(C(O)P(=O)(OCC(C)C)OCC(C)C)c(OC)c1 (configuration not stated)	5	-9	0.8	-2
30	O=C(CSc1nnc(-c2cccnc2)o1)Oc1ccccc1	6	1	-0.9	-2

no.	SENP6 inh	NR3A LBD binder	ATG4B inh	SENP7 inh
16	-6	-1	-11	4
17	7	-5	-1	0
18	12	2	-2	-2
19	5	-2	-5	5
20	-7	-1	-6	-1
21	-9	-8	2	-9
22	13	-3	-3	-2
23	-30	1	3	-4
24	-13	-1	-6	1
25	nt	-13	36	nt
26	-11	-1	1	-1
27	1	2	3	6
28	5	0	-47	3
29	0	3	-13	3
30	-19	1	-4	2

# Following part
no.	Compound	SENP8 block	HKDC1 inh	MPTP block	PfGluPho inh
31	COC(=O)c1c(N2C(=O)[C@H]3[C@@H](C2=O)[C@]2(C(=O)Nc4c(C)cccc42)N2CCC[C@@H]32)sc(C)c1C	-23	1	-0.1	10
32	O=C(NC(=S)Nc1ccc(Cc2ccncc2)cc1)c1ccc(F)cc1	9	-13	-1.6	13
33	CC1Sc2ccc(C(=O)N3CCCC(C(F)(F)F)C3)cc2NC1=O (configuration not stated)	9	-5	2.3	2
34	CCN(CC)C(=O)CSc1nnc(-c2cccs2)n1Cc1ccco1	11	-7	-1.4	8
35	CC(=O)NS(=O)(=O)c1ccc(NC(=O)c2ccc(Cl)cc2[N+](=O)[O-])cc1	17	-1	1.0	12
36	COc1ccccc1C1=CC(=O)C[C@H](c2ccc(F)cc2)C1	-12	8	-0.2	18
37	C=CC1=C2C=C(C3CC3)N(CC3CC3)C=C2C(=O)C(C)(OC(=O)c2ccco2)C1=O (configuration not stated)	-3	17	-0.4	19
38	Cc1ccc(N(C)S(=O)(=O)c2cccc(C(=O)NC3CC(C)(C)NC(C)(C)C3)c2)cc1	10	0	-0.9	20
39	O=C(COC(=O)/C=C/c1cccc(Br)c1)NC1CCCCCC1	-7	-6	0.3	1
40	CC(C)CCOc1ccc(C(=O)NCC(c2ccco2)N(C)C)cc1 (configuration not stated)	-8	-2	-0.6	-8
41	Cc1ccnc(NC(=O)c2cc([N+](=O)[O-])cc([N+](=O)[O-])c2)c1	21	-6	-1.4	-8
42	COc1cc(C=Nc2ccccc2C(=O)Nc2ccccc2)cc(OC)c1OC	-394	-7	-2.6	-13
43	COc1ccc(CNC(=O)c2cc(-c3cccs3)on2)cc1	2	-7	-1.8	2
44	CCc1cc2c(=O)[nH]c(Cc3ccc(Cl)cc3)nc2s1	7	-4	-0.1	-4
45	COc1ccc(-c2cc(=O)c3cc(O)ccc3o2)cc1	3	0	0.4	-5

no.	SENP6 inh	NR3A LBD binder	ATG4B inh	SENP7 inh
31	5	-5	-12	-22
32	-14	-1	-2	3
33	-13	nt	15	4
34	-1	1	0	7
35	5	-2	-10	-6
36	-12	-3	5	7
37	-1	-5	6	4
38	-18	2	2	-9
39	6	1	19	0
40	11	-2	3	6
41	17	-1	0	4
42	6	0	28	4
43	-6	-3	4	4
44	-4	-1	-4	-2
45	69*	-2	-15	78*

# Carrying on:
no.	Compound	SENP8 block	HKDC1 inh	MPTP block	PfGluPho inh
46	COC(=O)c1sc(S(=O)(=O)Nc2ccc(C)cc2)c(C(=O)OC)c1C	13	-7	-16	11
47	O=C(Nc1ccccc1C(=O)O)/C(=C/c1ccc(Cl)cc1Cl)NC(=O)c1ccco1	5	6	-0.5	38
48	COC(=O)c1cc(CN2C(=O)c3ccccc3C2=O)c(O)c([N+](=O)[O-])c1	33	2	0.0	-43
49	COc1ccc(CNC(=O)C(C)NS(=O)(=O)c2ccc(C)cc2)cc1 (configuration not stated)	12	-4	-0.4	-20
50	C[C@H](CO)N1C[C@H](C)[C@@H](CN(C)Cc2ccc3c(c2)OCO3)Oc2ccc(NS(C)(=O)=O)cc2C1=O	3	-6	-0.5	-3
51	O=S1c2ccccc2Sc2ccccc21	14	-6	1.1	0
52	COc1c(Cl)ccc(Cl)c1C(=O)NC(=O)N1CCOCC1	-1	-8	0.7	3
53	COc1ccc(OC)c(/C=N/NC(=O)CC(=O)NC2CCCCC2)c1	-307	-2	-0.7	18
54	CCOC(=O)C1=NN(c2ccc(Cl)cc2)/C(=C/C2=NCCc3cc(OC)c(OC)cc32)S1	-229	3	3.3	-1
55	O=S(=O)(Nc1ccccn1)c1ccc(C(F)(F)F)cc1Cl	-24	-3	4.6	-10
56	CCN(CC)CCNC(=O)C12CC3CC(CC(C3)C1)C2	24	-5	0.0	-11
57	COc1ccc(NC(=S)NCC2CCCO2)c(OC)c1 (configuration not stated)	8	-2	-2.7	0
58	OC(COc1cccc2ccccc12)CN1CCN(c2ccc(Cl)cc2)CC1 (configuration not stated)	13	4	3.8	23
59	Cc1nnc(SCc2ccc(F)cc2Cl)s1	14	-3	-0.4	-18
60	O=C(NCCc1ccncc1)Nc1ccccc1Cl	9	1	0.8	6

no.	SENP6 inh	NR3A LBD binder	ATG4B inh	SENP7 inh
46	18	-10	3	5
47	-8	-2	4	-10
48	0	4	14	-4
49	12	2	-1	6
50	0	1	-16	-3
51	nt	-1	5	nt
52	-1	-2	-2	-4
53	-5	-1	8	0
54	-17	0	1	6
55	-34	2	3	10
56	-4	1	-10	2
57	-19	2	-16	6
58	-14	7	-12	2
59	-7	1	10	-2
60	-8	-1	-7	-5

# Compounds from the list above containing a furan ring, fused or not (nine):
no.	Compound	SENP8 block	HKDC1 inh	MPTP block	PfGluPho inh
4	Cc1noc(C)c1C(=O)NCc1ccco1	9	-8	-0.4	-6
12	CCC1S/C(=N/N=C/c2ccco2)N(Cc2ccc(F)cc2)C1=O (configuration not stated)	12	0	1.7	6
23	NN1C(=O)/C(=C\c2ccco2)SC1=S	29	-4	2.0	11
26	O=S(=O)(Nc1ncccn1)c1ccc(NC(=S)NCc2ccco2)cc1	15	-8	-1.9	-8
28	O=C(N[C@@H](Cc1ccccc1)C(=O)N1CCN(S(=O)(=O)c2cccc(F)c2)CC1)c1ccco1	7	-4	-0.8	5
34	CCN(CC)C(=O)CSc1nnc(-c2cccs2)n1Cc1ccco1	11	-7	-1.4	8
37	C=CC1=C2C=C(C3CC3)N(CC3CC3)C=C2C(=O)C(C)(OC(=O)c2ccco2)C1=O (configuration not stated)	-3	17	-0.4	19
40	CC(C)CCOc1ccc(C(=O)NCC(c2ccco2)N(C)C)cc1 (configuration not stated)	-8	-2	-0.6	-8
47	O=C(Nc1ccccc1C(=O)O)/C(=C/c1ccc(Cl)cc1Cl)NC(=O)c1ccco1	5	6	-0.5	38

no.	SENP6 inh	NR3A LBD binder	ATG4B inh	SENP7 inh
4	-5	-11	-7	0
12	-6	0	8	0
23	-30	1	3	-4
26	-11	-1	1	-1
28	5	0	-47	3
34	-1	1	0	7
37	-1	-5	6	4
40	11	-2	3	6
47	-8	-2	4	-10
